From PubChem
PAFAH2 inh: PAFAH2 enzyme inhibitors, primary screen, biochemical, fluorescence polarization, human; inhibition, % at 3.39 µM; recombinant PAFAH2, FP-rhodamine activity probe; 340,000 tested, 0.99% active; Platelet-activating factor acetylhydrolase 2, cytoplasmic (Homo sapiens), Q99487;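 active means inhibition above the mean over all tested compounds plus 3 SD, cut at about 30% in these data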;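 further: inhibitors block probe labeling of enzyme so polarization drops; 0% = enzyme with DMSO and 100% = wells lacking PAFAH2 protein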
LYPLA2 counter: LYPLA2 inhibitors, primary screen, counter-screen for PME1 inhibitor project, biochemical, fluorescence polarization, FP-Rh probe ABPP; inhibition, % at 5.9 µM; 320,000 tested, 0.38% active; Acyl-protein thioesterase 2 (Homo sapiens), O95372; recombinant LYPLA2;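 active means inhibition above the screen-wide mean plus 3 SD, limit set per campaign, cut at about 26% in these data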;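 further: 0% = LYPLA2 with DMSO and 100% = wells lacking LYPLA2 enzyme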
LYPLA1 counter: LYPLA1 inhibitors, primary screen, counter-screen for PME1 inhibitor project, biochemical, fluorescence polarization, FP-Rh probe ABPP. recombinant LYPLA1. Acyl-protein thioesterase 1 (Homo sapiens), O75608. 320,000 tested, 0.16% active. inhibition, % at 5.9 µM. AID 2174, 2009;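 active means inhibition above the mean of all tested compounds plus 3 SD, set per campaign, cut at about 14% in these data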;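 further: inhibitors block serine hydrolase probe labeling of LYPLA1 so polarization falls; 0% = enzyme with DMSO and 100% = wells lacking LYPLA1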
GSTO1 counter: inhibitors of recombinant GSTO1, primary screen, counter-screen for RBBP9 inhibitor project, biochemical, fluorescence polarization | Glutathione S-transferase omega-1 (Homo sapiens), P78417 | activity-based probe fluorescence polarization | inhibition, % at 5.96 µM | 300,000 tested, 1.1% active;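 active means inhibition above the campaign mean inhibition plus 3 SD, cut at about 35% in these data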;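 further: 0% = GSTO1-1 with DMSO and 100% = wells lacking GSTO1-1 enzyme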
Target sequence (P78417 whole entry, looked up): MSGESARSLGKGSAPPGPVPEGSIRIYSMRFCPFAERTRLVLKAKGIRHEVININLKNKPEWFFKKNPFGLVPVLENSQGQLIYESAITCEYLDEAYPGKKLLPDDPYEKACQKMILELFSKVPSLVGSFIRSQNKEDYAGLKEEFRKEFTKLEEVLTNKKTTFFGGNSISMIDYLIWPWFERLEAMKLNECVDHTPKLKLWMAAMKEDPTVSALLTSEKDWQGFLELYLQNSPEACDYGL
PAFAH1B2 FP inh: PAFAH1B2 enzyme inhibitors, primary screen, biochemical, fluorescence polarization, human; 340,000 tested, 1.2% active; Platelet-activating factor acetylhydrolase IB subunit alpha2 (Homo sapiens), P68402; recombinant PAFAH1B2, FP-rhodamine activity probe; inhibition, % at 3.39 µM;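 active means inhibition above the mean of all tested compounds plus 3 SD, cut at about 24% in these data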;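 further: 0% = enzyme with DMSO and 100% = wells lacking PAFAH1B2; many of its hits are not listed in these tables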
PAFAH1B3 inh: PAFAH1B3 enzyme inhibitors, primary screen, biochemical, fluorescence polarization, human. inhibition, % at 3.39 µM. 340,000 tested, 0.28% active. Platelet-activating factor acetylhydrolase IB subunit alpha1 (Homo sapiens), Q15102. recombinant PAFAH1B3, FP-rhodamine probe;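 active means inhibition above the screen-wide average of all tested compounds plus 3 SD, cut at about 25% in these data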;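 further: 0% = enzyme with DMSO only and 100% = wells lacking PAFAH1B3 protein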
PAD4 FP inh: human PAD4 inhibitors, primary screen, biochemical, fluorescence polarization, 1536-well format; inhibition, % at 6.36 µM; recombinant PAD4, RCA probe fluorescence polarization; 330,000 tested, 0.41% active;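 active means percent inhibition above a cutoff equal to the mean of all tested compounds plus 3 SD, cut at about 15% in these data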;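 further: 0% = PAD4 with RCA probe and DMSO and 100% = probe without PAD4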
pPAFAH inh: pPAFAH enzyme inhibitors, primary screen, biochemical, fluorescence polarization, human; AID 463082, 2010; recombinant pPAFAH, FP-rhodamine probe fluorescence polarization; inhibition, % at 3.39 µM; Platelet-activating factor acetylhydrolase (Homo sapiens), Q13093; 330,000 tested, 1.5% active;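 active means inhibition above the mean inhibition across the screen plus 3 SD, cut at about 25% in these data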;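 further: inhibitors block binding of the rhodamine activity-based probe so polarization drops; 0% = enzyme with DMSO and 100% = wells lacking pPAFAH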
PREPL inhibitor: PREPL enzyme inhibitors, primary screen, biochemical, fluorescence polarization; recombinant PREPL, fluorescence polarization activity-based probe; inhibition, % at 5.96 µM; 320,000 tested, 0.68% active; Prolyl endopeptidase-like (Homo sapiens), Q4J6C6; in the data active means inhibition above about 43%;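 further: 0% = enzyme with DMSO and 100% = wells lacking enzyme; many of its hits are not listed in these tables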
Target sequence (Q4J6C6 whole entry, looked up): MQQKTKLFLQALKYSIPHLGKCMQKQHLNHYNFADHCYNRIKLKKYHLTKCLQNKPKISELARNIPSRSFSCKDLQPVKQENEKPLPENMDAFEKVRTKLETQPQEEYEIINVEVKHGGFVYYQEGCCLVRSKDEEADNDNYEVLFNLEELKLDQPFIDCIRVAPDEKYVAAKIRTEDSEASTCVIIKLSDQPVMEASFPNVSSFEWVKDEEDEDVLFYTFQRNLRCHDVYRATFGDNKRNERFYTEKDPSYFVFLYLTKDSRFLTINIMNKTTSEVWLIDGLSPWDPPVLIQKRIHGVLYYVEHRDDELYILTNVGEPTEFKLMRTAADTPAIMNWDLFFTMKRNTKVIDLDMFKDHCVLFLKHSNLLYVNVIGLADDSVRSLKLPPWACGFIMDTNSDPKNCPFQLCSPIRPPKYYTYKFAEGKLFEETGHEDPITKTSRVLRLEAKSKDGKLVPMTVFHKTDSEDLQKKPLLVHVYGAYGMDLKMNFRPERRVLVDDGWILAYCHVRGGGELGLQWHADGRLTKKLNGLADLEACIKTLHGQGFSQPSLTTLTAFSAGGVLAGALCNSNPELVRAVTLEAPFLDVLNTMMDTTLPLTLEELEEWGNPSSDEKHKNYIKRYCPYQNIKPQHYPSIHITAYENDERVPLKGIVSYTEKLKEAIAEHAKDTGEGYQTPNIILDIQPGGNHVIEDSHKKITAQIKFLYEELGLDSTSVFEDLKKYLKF
Active calls of the source: *.

What do the screens show for `Cc1ccc(N(C(=O)C2CCC(=O)N2)C2(C(=O)NC3CCCCC3)CCCCC2)cc1` (centres undefined)?
PAFAH2 inh: 1; LYPLA2 counter: 14; LYPLA1 counter: 4; GSTO1 counter: 2; PAFAH1B2 FP inh: 5; PAFAH1B3 inh: 1; PAD4 FP inh: 4; pPAFAH inh: 4; PREPL inhibitor: 5

Results for COc1ccccc1N1CCN(C(=O)c2cc(-c3ccco3)on2)CC1 ?
PAFAH2 inh: -8; LYPLA2 counter: 3; LYPLA1 counter: 1; GSTO1 counter: -3; PAFAH1B2 FP inh: -3; PAFAH1B3 inh: 5; PAD4 FP inh: -7; pPAFAH inh: 5; PREPL inhibitor: 4

How did CCOc1ccccc1NC(=O)C1CCCN(S(=O)(=O)c2ccc(-n3cnnn3)cc2)C1 (centres undefined) do in these assays?
PAFAH2 inh: 3; LYPLA2 counter: -1; LYPLA1 counter: 1; GSTO1 counter: 3; PAFAH1B2 FP inh: 0; PAFAH1B3 inh: 5; PAD4 FP inh: 0; pPAFAH inh: 3; PREPL inhibitor: 0

How did CN1CCN(C(=O)/C(=C/c2cccnc2)NC(=O)c2cccc(Br)c2)CC1 do in these assays?
PAFAH2 inh: 0; LYPLA2 counter: -5; LYPLA1 counter: 0; GSTO1 counter: -2; PAFAH1B2 FP inh: 7; PAFAH1B3 inh: 6; PAD4 FP inh: 4; pPAFAH inh: -11; PREPL inhibitor: 12

What do the screens show for `COc1cccc(CN2CCNC(=O)C2CC(=O)NCc2cc(C(C)C)no2)c1` (centres undefined)?
PAFAH2 inh: 8; LYPLA2 counter: -11; LYPLA1 counter: 0; GSTO1 counter: -6; PAFAH1B2 FP inh: 8; PAFAH1B3 inh: 7; PAD4 FP inh: -6; pPAFAH inh: 3; PREPL inhibitor: 5

How did O=C(c1ccc(F)cc1)N1CCCCC(Sc2nnc3ccccn23)C1=O (centres undefined) do in these assays?
PAFAH2 inh: 13; LYPLA2 counter: 5; LYPLA1 counter: 0; GSTO1 counter: -3; PAFAH1B2 FP inh: -1; PAFAH1B3 inh: 2; PAD4 FP inh: -3; pPAFAH inh: 2; PREPL inhibitor: 14

Results for CCOC(=O)c1nnn(-c2ccc([N+](=O)[O-])cc2)c1C ?
PAFAH2 inh: 4; LYPLA2 counter: -2; LYPLA1 counter: -1; GSTO1 counter: 5; PAFAH1B2 FP inh: 5; PAFAH1B3 inh: 12; PAD4 FP inh: 0; pPAFAH inh: -4; PREPL inhibitor: 2

How did Cc1ccc(CC2S/C(=N/N=C/c3ccco3)NC2=O)cc1 (centres undefined) do in these assays?
PAFAH2 inh: 0; LYPLA2 counter: 3; LYPLA1 counter: -1; GSTO1 counter: -1; PAFAH1B2 FP inh: 4; PAFAH1B3 inh: 6; PAD4 FP inh: -1; pPAFAH inh: -2; PREPL inhibitor: -6

How did O=C(/C=C/c1ccco1)c1ccc(NC(=O)C23CC4CC(CC(C4)C2)C3)cc1 do in these assays?
PAFAH2 inh: -5; LYPLA2 counter: -31; LYPLA1 counter: -15; GSTO1 counter: -24; PAFAH1B2 FP inh: 2; PAFAH1B3 inh: -11; PAD4 FP inh: -29; pPAFAH inh: 32*; PREPL inhibitor: -3

Results for Cc1ccnc(NC(=O)c2cc([N+](=O)[O-])cc([N+](=O)[O-])c2)c1 ?
PAFAH2 inh: -3; LYPLA2 counter: -5; LYPLA1 counter: -2; GSTO1 counter: 2; PAFAH1B2 FP inh: -1; PAFAH1B3 inh: 13; PAD4 FP inh: -4; pPAFAH inh: 4; PREPL inhibitor: 1

How did N#Cc1c(NC(=O)C2CC=CCC2C(=O)O)sc2c1CCCCCC2 (centres undefined) do in these assays?
PAFAH2 inh: 6; LYPLA2 counter: -3; LYPLA1 counter: 0; GSTO1 counter: -21; PAFAH1B2 FP inh: 45*; PAFAH1B3 inh: 4; PAD4 FP inh: 0; pPAFAH inh: -2; PREPL inhibitor: 13

What do the screens show for `O=C(NC1CCSc2ccccc21)c1ccccc1Cl` (centres undefined)?
PAFAH2 inh: 0; LYPLA2 counter: -6; LYPLA1 counter: -5; GSTO1 counter: -3; PAFAH1B2 FP inh: -4; PAFAH1B3 inh: 8; PAD4 FP inh: -2; pPAFAH inh: -10; PREPL inhibitor: 4

Results for Cc1ccc(NC(=O)c2ccc(OC(=S)N3CCOCC3)cc2)cc1 ?
PAFAH2 inh: 5; LYPLA2 counter: -3; LYPLA1 counter: -4; GSTO1 counter: 4; PAFAH1B2 FP inh: 1; PAFAH1B3 inh: -5; PAD4 FP inh: -1; pPAFAH inh: -2; PREPL inhibitor: 10

Results for FC(F)(F)c1ccccc1NC(=S)NN=C1CCCCCC1 ?
LYPLA2 counter: 1; LYPLA1 counter: -2; GSTO1 counter: 22; PAD4 FP inh: 0; pPAFAH inh: 2; PREPL inhibitor: 19

What do the screens show for `CC(C)NC(=O)CC(=O)N/N=C/c1cccs1`?
PAFAH2 inh: 0; LYPLA2 counter: -4; LYPLA1 counter: 2; GSTO1 counter: -1; PAFAH1B2 FP inh: 6; PAFAH1B3 inh: 10; PAD4 FP inh: -4; pPAFAH inh: -1; PREPL inhibitor: 13

How did COc1cccc(-c2cc(C(=O)Nc3c(C)n(C)n(-c4ccccc4)c3=O)no2)c1 do in these assays?
PAFAH2 inh: 4; LYPLA2 counter: 3; LYPLA1 counter: 3; GSTO1 counter: 1; PAFAH1B2 FP inh: 5; PAFAH1B3 inh: -3; PAD4 FP inh: -1; pPAFAH inh: 2; PREPL inhibitor: -5

How did CC(C)(C)C(=O)CCN1C(=O)C2(OCCO2)c2ccccc21 do in these assays?
PAFAH2 inh: -7; LYPLA2 counter: 1; LYPLA1 counter: 4; GSTO1 counter: -1; PAFAH1B2 FP inh: 3; PAFAH1B3 inh: 5; PAD4 FP inh: -10; pPAFAH inh: 6; PREPL inhibitor: 3

What do the screens show for `CC(=O)N1CC2(C)CN(C(C)=O)CC(C)(C1)C2`?
PAFAH2 inh: 6; LYPLA2 counter: -5; LYPLA1 counter: -3; GSTO1 counter: 1; PAFAH1B2 FP inh: 0; PAFAH1B3 inh: 3; PAD4 FP inh: -2; pPAFAH inh: 0; PREPL inhibitor: -1

What do the screens show for `CN1C(=O)CS/C1=N\NC(=O)COc1cccc2cccnc12`?
PAFAH2 inh: 4; LYPLA2 counter: -1; LYPLA1 counter: 4; GSTO1 counter: -3; PAFAH1B2 FP inh: 3; PAFAH1B3 inh: 1; PAD4 FP inh: -2; pPAFAH inh: 2; PREPL inhibitor: 8

Results for O=C(COc1ccc(S(=O)(=O)N2CCOCC2)cc1)N1CCc2ccccc2C1 ?
PAFAH2 inh: 5; LYPLA2 counter: 3; LYPLA1 counter: -2; GSTO1 counter: -2; PAFAH1B2 FP inh: 1; PAFAH1B3 inh: -4; PAD4 FP inh: 4; pPAFAH inh: 10; PREPL inhibitor: -9

How did O=C(CN1C(=O)NC2(CCOc3ccccc32)C1=O)c1ccc(F)c(F)c1 (centres undefined) do in these assays?
PAFAH2 inh: 3; LYPLA2 counter: 9; LYPLA1 counter: -1; GSTO1 counter: -6; PAFAH1B2 FP inh: -1; PAFAH1B3 inh: 10; PAD4 FP inh: -10; pPAFAH inh: 0; PREPL inhibitor: -6

What do the screens show for `COc1ccc(-c2nn(-c3ccccc3)cc2C(=O)Nc2cccc(C(=O)O)c2)cc1[N+](=O)[O-]`?
PAFAH2 inh: -13; LYPLA2 counter: -15; LYPLA1 counter: -14; GSTO1 counter: -19; PAFAH1B2 FP inh: -5; PAFAH1B3 inh: -5; PAD4 FP inh: -20; pPAFAH inh: 2; PREPL inhibitor: -4

What do the screens show for `COCCNS(=O)(=O)c1ccc(SC)cc1`?
PAFAH2 inh: 0; LYPLA2 counter: -1; LYPLA1 counter: 1; GSTO1 counter: 1; PAFAH1B2 FP inh: -1; PAFAH1B3 inh: 3; PAD4 FP inh: -1; pPAFAH inh: 2; PREPL inhibitor: 5

Results for O=C(O)c1cc(N=Nc2c(O)[nH]c3ccc([N+](=O)[O-])cc23)ccc1Cl ?
PAFAH2 inh: -5; LYPLA2 counter: 0; LYPLA1 counter: 8; GSTO1 counter: -4; PAFAH1B2 FP inh: 3; PAFAH1B3 inh: 4; PAD4 FP inh: -7; pPAFAH inh: 12; PREPL inhibitor: 10

How did Cc1ccc(/C=N/NC(=O)CNC(=O)c2ccc(S(=O)(=O)N(C)C)cc2)cc1 do in these assays?
PAFAH2 inh: 4; LYPLA2 counter: 3; LYPLA1 counter: 2; GSTO1 counter: -2; PAFAH1B2 FP inh: 4; PAFAH1B3 inh: 8; PAD4 FP inh: 2; pPAFAH inh: 2; PREPL inhibitor: -4

Results for CC(=O)N1c2ccc(S(=O)(=O)N(C)CC(=O)NC(C)c3ccccc3)cc2CC1C (centres undefined) ?
PAFAH2 inh: 1; LYPLA2 counter: 0; LYPLA1 counter: 2; GSTO1 counter: 4; PAFAH1B2 FP inh: 5; PAFAH1B3 inh: 2; PAD4 FP inh: -1; pPAFAH inh: 3; PREPL inhibitor: -1

How did NC(=O)c1ccsc1NC(=O)CN1C(=O)NC2(CCCC2)C1=O do in these assays?
PAFAH2 inh: 14; PAFAH1B2 FP inh: 3; PAFAH1B3 inh: 2; PAD4 FP inh: 2; pPAFAH inh: 1; PREPL inhibitor: 7

Sorted by SMILES length (rising): some entries from above
What do the screens show for `CC(C)NC(=O)CC(=O)N/N=C/c1cccs1`?
PAFAH2 inh: 0; LYPLA2 counter: -4; LYPLA1 counter: 2; GSTO1 counter: -1; PAFAH1B2 FP inh: 6; PAFAH1B3 inh: 10; PAD4 FP inh: -4; pPAFAH inh: -1; PREPL inhibitor: 13

Results for CCOC(=O)c1nnn(-c2ccc([N+](=O)[O-])cc2)c1C ?
PAFAH2 inh: 4; LYPLA2 counter: -2; LYPLA1 counter: -1; GSTO1 counter: 5; PAFAH1B2 FP inh: 5; PAFAH1B3 inh: 12; PAD4 FP inh: 0; pPAFAH inh: -4; PREPL inhibitor: 2

How did O=C(CN1C(=O)NC2(CCOc3ccccc32)C1=O)c1ccc(F)c(F)c1 (centres undefined) do in these assays?
PAFAH2 inh: 3; LYPLA2 counter: 9; LYPLA1 counter: -1; GSTO1 counter: -6; PAFAH1B2 FP inh: -1; PAFAH1B3 inh: 10; PAD4 FP inh: -10; pPAFAH inh: 0; PREPL inhibitor: -6

What do the screens show for `COc1ccc(-c2nn(-c3ccccc3)cc2C(=O)Nc2cccc(C(=O)O)c2)cc1[N+](=O)[O-]`?
PAFAH2 inh: -13; LYPLA2 counter: -15; LYPLA1 counter: -14; GSTO1 counter: -19; PAFAH1B2 FP inh: -5; PAFAH1B3 inh: -5; PAD4 FP inh: -20; pPAFAH inh: 2; PREPL inhibitor: -4

These rows are one share of the data. The share of hits here may be higher or lower than overall.
